# TLR4-MyD88 BLA – inhibitors of human TLR4-MyD88 binding; actives 0.18% (n = 200,000); HeLa CL3-4 TLR4/MyD88 BLA complementation, FRET ratio; inhibition, % at 8.4 µM; in the data active = inhibition above about 25%;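 note: 0% = vehicle and 100% = reference inhibitor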
# Target sequence (O00206 whole entry, looked up): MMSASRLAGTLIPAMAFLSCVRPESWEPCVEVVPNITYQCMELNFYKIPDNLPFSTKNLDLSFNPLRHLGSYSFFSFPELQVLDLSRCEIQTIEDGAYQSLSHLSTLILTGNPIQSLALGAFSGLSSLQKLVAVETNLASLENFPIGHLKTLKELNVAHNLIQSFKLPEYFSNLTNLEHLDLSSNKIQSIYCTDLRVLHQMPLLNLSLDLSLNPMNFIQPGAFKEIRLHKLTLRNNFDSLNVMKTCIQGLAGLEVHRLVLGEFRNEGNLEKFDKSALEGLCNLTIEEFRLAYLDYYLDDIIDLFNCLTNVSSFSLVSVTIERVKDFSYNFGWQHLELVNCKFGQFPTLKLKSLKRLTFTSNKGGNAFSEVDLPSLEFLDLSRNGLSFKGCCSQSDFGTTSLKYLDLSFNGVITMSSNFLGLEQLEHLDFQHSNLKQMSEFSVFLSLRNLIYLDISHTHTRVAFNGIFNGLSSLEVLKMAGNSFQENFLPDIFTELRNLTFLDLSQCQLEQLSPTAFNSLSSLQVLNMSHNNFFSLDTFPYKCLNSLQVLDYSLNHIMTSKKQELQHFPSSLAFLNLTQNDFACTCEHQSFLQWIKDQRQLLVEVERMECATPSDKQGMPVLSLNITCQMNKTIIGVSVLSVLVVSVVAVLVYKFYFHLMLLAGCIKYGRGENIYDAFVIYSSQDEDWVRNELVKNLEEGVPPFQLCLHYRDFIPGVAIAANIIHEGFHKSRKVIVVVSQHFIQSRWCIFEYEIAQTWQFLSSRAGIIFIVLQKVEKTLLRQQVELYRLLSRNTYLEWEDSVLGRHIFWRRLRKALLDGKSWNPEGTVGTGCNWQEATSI
# Target sequence (Q99836 whole entry, looked up): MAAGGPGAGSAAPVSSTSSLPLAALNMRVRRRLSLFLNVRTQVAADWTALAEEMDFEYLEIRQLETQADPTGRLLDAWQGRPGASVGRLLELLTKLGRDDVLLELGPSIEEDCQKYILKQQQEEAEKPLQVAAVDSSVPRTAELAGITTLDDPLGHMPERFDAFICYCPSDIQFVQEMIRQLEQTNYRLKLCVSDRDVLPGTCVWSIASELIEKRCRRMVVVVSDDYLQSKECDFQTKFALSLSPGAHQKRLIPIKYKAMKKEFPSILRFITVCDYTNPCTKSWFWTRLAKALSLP
# S1P3 antagonist – antagonists of human S1P3 receptor | Q99500 | CHO S1P3 NFAT-BLA reporter, FRET fluorescence, antagonist mode | inhibition, % at 4.98 µM | actives 0.27% (n = 170,000);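 active = inhibition above the plate cutoff, the mean inhibition of test wells on that plate plus 3 SD, cut at about 28% in these data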;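 note: cells challenged with S1P at its EC80 of 0.8 µM; blue over green emission ratio from cleaved BLA substrate after 4 h stimulation; 0% = S1P-stimulated wells and 100% = unstimulated DMSO-only wells; some compounds past the cut are filed as inactive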
# Lmaj promast – reduces viability of Leishmania major promastigotes | resazurin fluorescence viability | inhibition, % at 10 µM | actives 9% (n = 200,000) | AID 1063; in the data active = inhibition above about 50%;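 note: promastigotes grown with compound for 44 hours at 28 °C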
# bIAP inh – intestinal alkaline phosphatase (bovine) inhibition; 190,000 tested, under 10 active; AID 1019; purified bovine IAP, CDP-star luminescence, 30 min; inhibition, % at 20 µM;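 active = over 50% inhibition of intestinal alkaline phosphatase at 20 µM in the single-dose screen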
#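 System: purified bovine intestinal alkaline phosphatase (IAP) enzyme; Input: IAP diluted 1/65,000,000 in the well; Measured by: CDP-star luminescence signal; Compound dosing: 20 µM single dose; Incubation: 30 min reaction at room temperature.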
# DTT redox prof – compounds producing H2O2 with reducing agent – biochemical, NIH compound library profiling, artefact control for MLSCN library redox annotation, primary screen; DTT-dependent redox cycling H2O2, phenol red/HRP absorbance; 100% = 100 µM peroxide control, 0% = buffer; activation, % at 10 µM; actives 0.03% (n = 200,000); AID 878;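 active = activation of at least 50% relative to the plate's high and low controls in the primary single-dose screen; inactive = activation below 50%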;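 note: compound incubated with DTT at 0.8 mM final as the reducing agent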
# TR-FRET SRC-2 ct – flags TR-FRET format artefacts in PPARgamma SRC-2 recruitment agonist screen; TR-FRET artefact counter-screen; active compounds read high; TR-FRET ratio at 8 µM; actives 0.4% (n = 200,000); AID 1049; in the data active = TR-FRET ratio above about 2000; note: inactives centre near 1500; reference of the scale not given here
# PPARg SRC2 recr – agonists of SRC-2 recruitment by human PPARgamma | P37231 | PPARgamma LBD-SRC-2 recruitment, biochemical | activation, % at 8 µM | actives 0.34% (n = 200,000); in the data active = activation above about 22%;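 note: 0% = vehicle and 100% = reference agonist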
# bIAP activator – intestinal alkaline phosphatase (bovine) activation; purified bovine IAP, CDP-star luminescence, 30 min; active compounds read high; fold of DMSO-control signal, blank-subtracted; activation factor at 20 µM; actives 0.17% (n = 200,000); AID 1016;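 active = activation factor of 2 or more at 20 µM, a signal rise over negative controls twice the positive control's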
# PPARg SRC3 recr – PPARgamma-driven SRC-3 recruitment agonism. P37231. activation, % at 8 µM. actives 0.26% (n = 200,000). biochemical PPARgamma/SRC-3 coactivator recruitment assay; in the data active = activation above about 23%;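 note: 0% = DMSO and 100% = reference agonist; some compounds past the cut are filed as inactive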
# ROMK primary – human ROMK K+ channel modulation, primary screen. Tet-inducible ROMK, thallium flux fluorescence; actives lie on both sides. B-score at 10 µM. actives 2% (n = 130,000);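 active = signal ratio slope over the read window, or its plate-corrected B-score, at least 3 SD from the plate mean, either direction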;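 note: B-score of the F/F0 ratio slope over 7 to 12 s after thallium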
# PPARg SRC1 recr – PPARgamma-driven SRC-1 recruitment agonism; PPARgamma-SRC-1 coactivator recruitment biochemical assay; AID 631; actives 0.41% (n = 200,000); P37231; activation, % at 8 µM; in the data active = activation above about 19%;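 note: 0% = DMSO and 100% = reference agonist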
# The depositor's hits bear a star; nt = not tested or not shown. The order is random (roughly 11% active in at least one column).
SMILES,TLR4-MyD88 BLA,S1P3 antagonist,Lmaj promast,bIAP inh,DTT redox prof,TR-FRET SRC-2 ct,PPARg SRC2 recr,bIAP activator,PPARg SRC3 recr,ROMK primary,PPARg SRC1 recr
CCCc1cc(=O)[nH]c(SCC(=O)c2cc(C)n(C)c2C)n1,-2,nt,-6,6,0.3,1443,5,0.9,-2,0.31,5
CCCCCCn1c(CN2CCCC(C)C2)nc2c1c(=O)n(C)c(=O)n2C (stereo not drawn),3,-1,29,-4,0.1,1627,-7,1,-3,nt,1
Cc1cc(Cl)c(OCCCn2ccnc2)c(Br)c1,6,-20,17,4,-0.2,1364,-7,1,-1,-1.5,-2
CCCNC1=CC(=O)CC(C)(C)C1,2,3,-5,5,-0.2,1404,4,0.9,1,0.19,-2
CS(=O)(=O)Nc1ccccc1C(=O)Nc1cccc(Cl)c1,-12,-6,-7,6,-3.0,1699,4,0.9,-2,nt,3
CC(=O)N(c1ccc(Cl)cc1)c1c[nH]c2ccccc12,-2,-6,13,7,-1.1,1572,5,0.9,20,nt,10
O=C1c2cnc3nc(SCc4ccc(Cl)cc4)nn3c2CC2c3ccccc3CCN12 (stereo not drawn),-24,nt,34,-6,-0.4,1507,0,1.1,3,nt,0
COc1ccccc1CNC(=O)CCNC(=O)Cn1cnc2ccccc2c1=O,-17,-22,-3,-4,-2.9,1661,7,1,-1,nt,-3
COc1cc(/C=N/n2c(C)nnc2C)cc(OC)c1OC,8,nt,-2,7,1.3,1579,4,0.9,-5,0.82,8
C=CCn1c(SCC(=O)NC2CCS(=O)(=O)C2)nc2sc(CC)cc2c1=O (stereo not drawn),7,nt,6,2,0.0,1528,5,1,-1,0.94,0
Cc1ccccc1N=C1NC(=O)CS1,5,-19,-1,6,0.5,1638,-2,0.9,7,nt,2
COc1ccc(C(c2c(C)n(C)n(-c3ccccc3)c2=O)c2c(C)n(C)n(-c3ccccc3)c2=O)cc1O,-3,-9,-4,-8,0.2,1489,9,1.1,2,0,-1
Cc1c(Cl)cnc(NC(=O)CSc2nnc(C)n2Cc2ccccc2)c1Cl,4,nt,-5,12,0.2,1678,20,0.9,7,-0.97,3
CCN(CC)c1ccc(-c2nn3c(-c4n[nH]c5c4CCC5)nnc3s2)cc1,-1,21,62*,-94,1.7,1649,-9,1.9,-8,2.2,1
COC(=O)Oc1ccc(/C=C/C(=O)OC(C)C)cc1OC(=O)OC,-4,-17,80*,8,0.2,1533,3,0.9,-6,nt,1
O=C(CCl)NN1C(=O)NC2(CCCCC2)C1=O,-3,-12,-2,-1,0.1,1638,-6,1,-2,0.88,4
c1ccc(-n2nnnc2N2CCOCC2)cc1,2,-1,-3,6,0.0,1509,4,0.9,-11,0.13,-2
CC(C)CNC(=O)c1c(N)n(/N=C/c2ccccn2)c2nc3ccccc3nc12,-1,nt,-8,1,-0.2,1629,4,1,1,0.0068,-1
CC(C)c1nn2c(=O)cc(O)nc2s1,-10,-6,35,3,-0.1,1664,6,1,1,nt,6
CCC(=O)Nc1c(C)cc(C)cc1Cl,7,-18,-4,4,1.8,1538,-5,1,-5,nt,6
COc1cccc(NC(=O)N(Cc2cc3cc(C)cc(C)c3[nH]c2=O)CC2COCCO2)c1 (stereo not drawn),6,-2,8,1,1.6,1477,8,1,-6,nt,6
COCCNC(=O)C(c1ccccc1C)N(C(=O)Cn1nnc2ccccc21)c1cccnc1 (stereo not drawn),-10,nt,-2,-5,0.3,1619,3,1,-1,0.3,8
O=C(NN1C(=O)C2C(C1=O)C1C=CC2C12CC2)c1ccccc1 (stereo not drawn),0,-10,-9,-22,-1.1,1528,2,1.2,1,0.43,6
COc1cc(OC)c(C2C(C#N)=C(N)OC3=C2C(=O)CC(C)(C)C3)cc1OC (stereo not drawn),9,-13,4,-4,0.7,1515,0,1,-6,nt,14
Cc1ccc(-c2nn(-c3ccccc3)cc2CO)o1,0,nt,-1,5,0.8,1648,4,1,-3,0.25,2
Cn1c(-[n+]2c(-c3ccccc3)cc(-c3ccccc3)cc2-c2ccccc2)nc2cc([N+](=O)[O-])ccc21,-11,-3,42,21,1.3,1575,8,0.8,7,nt,7
CCC(C)NC(=O)CSc1ccc(NC(C)=O)cc1 (stereo not drawn),0,nt,-3,1,0.0,1485,-3,1,-3,0.31,-4
Cc1ccc(C(=O)c2c(NC(=O)c3ccccc3)sc(C)c2C)cc1,6,nt,0,12,-1.1,1325,2,0.9,1,nt,2
COc1ccc(NC(=O)N2CCN(c3cccc(C(F)(F)F)c3)CC2)cc1OC,-6,nt,6,1,1.5,1497,4,1,10,nt,8
CCc1sc(NC(=O)C(C)C)nc1-c1ccccc1,6,-1,22,-2,0.5,1485,0,1,6,-0.11,14
Cc1ccc(NC(=O)NNC(=O)C2CC(c3cccnc3)=NO2)cc1 (stereo not drawn),-5,nt,-5,-33,-3.1,1386,-12,1.3,-1,0.29,-6
Cc1cc(CN2CCOCC2)c(O)c(C2(C)CCCCC2)c1,-8,12,56*,8,0.5,1456,4,0.9,-2,-0.2,-1
COC(=O)C1=C(C)N(c2ccc(OC)c(OC)c2)C(=O)/C1=C\c1ccco1,0,-19,8,5,-0.3,1574,-6,0.9,-1,-0.7,4
O=c1c2c([nH]c3ccccc13)CCCCCC2,-8,-25,64*,13,0.4,1485,-1,0.9,1,nt,-4
O=C(O)CCCNc1ccc(S(=O)(=O)N2CCCCC2)cc1,-24,9,-2,2,-0.5,1649,7,1,2,-0.08,0
Cc1ccc(-c2nn(CC(=O)NCc3ccccn3)c(=O)c3ccccc23)cc1S(=O)(=O)N(C)C,1,-5,-7,-2,-0.6,1589,4,1,2,0.84,2
Cc1nnc(NCc2ccncc2)c2ccccc12,5,-8,-4,7,1.4,1655,12,0.9,4,-0.15,12
C/C(=N/NC(=O)c1ccc(Cl)s1)c1ccc(NC(=O)COc2ccc(Cl)cc2)cc1,0,nt,-3,38,-1.1,1605,15,0.6,5,nt,7
CNc1ncc(C(=O)c2ccc(Cl)c(Cl)c2)s1,3,nt,3,7,-5.7,1634,-2,0.9,9,nt,-3
C=C(C)CNC(=S)N=Nc1c(O)[nH]c2ccc([N+](=O)[O-])cc12,-15,-27,78*,-4,-0.6,1689,6,1,8,0.4,14
Cc1cc(NC(=O)CSc2nnc(C(C)N(C)C)n2-c2ccc(F)cc2)no1 (stereo not drawn),1,6,-5,-1,-1.3,1573,6,1,2,1.5,6
NS(=O)(=O)c1ccc(CCNC(=O)C(=O)c2c[nH]c3ccccc23)cc1,-10,-2,50,21,0.4,1574,1,0.8,2,-0.5,-1
O=C(CCNS(=O)(=O)c1cccc2nonc12)NC1CCCCCC1,-10,-6,6,4,-0.5,1733,3,1,6,-0.0098,3
CCSc1nnc(NC(=O)c2nc(-c3ccccc3)n(-c3ccccc3)n2)s1,1,-9,0,-8,-1.3,1706,-3,1.1,-9,nt,10
CCN(CC)C(=O)C1CCC(C)(C(=O)O)C1(C)C (stereo not drawn),-11,2,-3,0,-1.7,1475,-3,1,-1,-0.36,1
OCCC1CN(Cc2cnn(-c3ccccc3Cl)c2)CCN1Cc1ccsc1 (stereo not drawn),4,4,25,-8,-1.8,1639,1,1.1,2,0.063,1
COc1ccc(CCNc2cc(C)nc3c(-c4ccccc4)c(C)nn23)cc1OC,0,14,6,17,0.8,1613,5,0.8,3,-0.83,2
CCn1c(-c2cc(-c3cc(OC)ccc3OC)nc3ccccc23)n[nH]c1=S,-1,nt,0,-20,0.0,1481,4,1.2,-5,0.52,1
O=C(c1cccc(Br)c1)N1CCN(C(=O)N2CCOCC2)CC1,6,nt,-8,2,0.9,1405,-1,1,-3,-0.09,2
Cc1nc(NCCN2CCOCC2)c2nnn(Cc3ccccc3Cl)c2n1,5,-27,10,-16,-3.9,1596,-6,1.2,8,nt,-5
COc1ccc(Nc2nc3ccccc3nc2C)cc1,-1,32,-2,8,-0.2,1662,3,0.9,7,nt,2
CCNC(=S)N/N=C/c1c(C)nn(-c2cccc(Cl)c2)c1Cl,2,-9,-6,10,0.6,1472,2,0.9,-3,0.15,-4
Cc1n(CC(=O)c2ccc(F)cc2)c2ccccc2[n+]1C,-15,14,-12,-2,-0.1,1651,2,1,-1,-0.4,-1
O=C(Nc1nc(-c2nc3ccccc3s2)cs1)C1CC1,-3,14,-1,6,0.0,1751,4,0.9,6,nt,9
O=C(N1CCN(c2ccc(F)cc2)CC1)C12CC3CC(CC(C3)C1)C2,4,-16,1,3,-1.3,1628,8,1,11,nt,2

# Among those listed so far, these have an aryl methoxy group.
SMILES,TLR4-MyD88 BLA,S1P3 antagonist,Lmaj promast,bIAP inh,DTT redox prof,TR-FRET SRC-2 ct,PPARg SRC2 recr,bIAP activator,PPARg SRC3 recr,ROMK primary,PPARg SRC1 recr
COc1ccccc1CNC(=O)CCNC(=O)Cn1cnc2ccccc2c1=O,-17,-22,-3,-4,-2.9,1661,7,1,-1,nt,-3
COc1cc(/C=N/n2c(C)nnc2C)cc(OC)c1OC,8,nt,-2,7,1.3,1579,4,0.9,-5,0.82,8
COc1ccc(C(c2c(C)n(C)n(-c3ccccc3)c2=O)c2c(C)n(C)n(-c3ccccc3)c2=O)cc1O,-3,-9,-4,-8,0.2,1489,9,1.1,2,0,-1
COc1cccc(NC(=O)N(Cc2cc3cc(C)cc(C)c3[nH]c2=O)CC2COCCO2)c1 (stereo not drawn),6,-2,8,1,1.6,1477,8,1,-6,nt,6
COc1cc(OC)c(C2C(C#N)=C(N)OC3=C2C(=O)CC(C)(C)C3)cc1OC (stereo not drawn),9,-13,4,-4,0.7,1515,0,1,-6,nt,14
COc1ccc(NC(=O)N2CCN(c3cccc(C(F)(F)F)c3)CC2)cc1OC,-6,nt,6,1,1.5,1497,4,1,10,nt,8
COC(=O)C1=C(C)N(c2ccc(OC)c(OC)c2)C(=O)/C1=C\c1ccco1,0,-19,8,5,-0.3,1574,-6,0.9,-1,-0.7,4
COc1ccc(CCNc2cc(C)nc3c(-c4ccccc4)c(C)nn23)cc1OC,0,14,6,17,0.8,1613,5,0.8,3,-0.83,2
CCn1c(-c2cc(-c3cc(OC)ccc3OC)nc3ccccc23)n[nH]c1=S,-1,nt,0,-20,0.0,1481,4,1.2,-5,0.52,1
COc1ccc(Nc2nc3ccccc3nc2C)cc1,-1,32,-2,8,-0.2,1662,3,0.9,7,nt,2
